# CHT inh = inhibits the human high affinity choline transporter; Q9GZV3; CHT-expressing cells, membrane potential dye, choline response; stronger effect = lower value; B-score at 10 µM; 310,000 compounds, 0.86% hits; AID 488975;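 active = B-score over 3 SD under the library average, and starting fluorescence ratio not unusually high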;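 note: choline stimulus applied at its EC90 after an EC20 pre-addition; B-score computed on integrated fluorescence ratio after choline addition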
# Target sequence (Q9GZV3 whole entry, looked up): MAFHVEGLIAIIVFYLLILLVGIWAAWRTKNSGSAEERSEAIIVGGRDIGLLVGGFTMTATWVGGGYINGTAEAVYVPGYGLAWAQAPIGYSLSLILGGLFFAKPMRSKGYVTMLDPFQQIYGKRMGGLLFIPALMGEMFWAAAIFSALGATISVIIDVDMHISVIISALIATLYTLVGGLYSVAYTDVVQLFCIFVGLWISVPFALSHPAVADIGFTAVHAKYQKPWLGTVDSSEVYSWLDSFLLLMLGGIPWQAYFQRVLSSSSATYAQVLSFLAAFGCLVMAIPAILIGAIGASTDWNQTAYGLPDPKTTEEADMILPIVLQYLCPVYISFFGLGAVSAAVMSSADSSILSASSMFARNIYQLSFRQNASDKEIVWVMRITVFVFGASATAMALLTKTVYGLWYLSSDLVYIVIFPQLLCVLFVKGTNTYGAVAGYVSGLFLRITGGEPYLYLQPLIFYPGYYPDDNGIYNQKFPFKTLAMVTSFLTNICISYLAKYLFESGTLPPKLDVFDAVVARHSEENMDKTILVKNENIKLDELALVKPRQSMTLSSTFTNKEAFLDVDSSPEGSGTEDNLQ
# Kir21 inh = blocks the mouse Kir2.1 inward-rectifier potassium channel. B-score at 10 µM. P35561. 310,000 compounds, 0.85% hits. HEK293-Kir2.1, FluxOR thallium flux fluorescence; stronger effect = lower value. AID 1672;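 active = fluorescence ratio B-score at or below minus 3 SD of library scores, with starting-brightness B-score within 2 SD, cut at about -4.2 in these data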;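 note: channel flux triggered by added potassium and thallium sulfate stimulus; B-score of peak minus minimum fluorescence over baseline after thallium stimulus; more negative B-score means stronger Kir2.1 block with less thallium influx; some compounds called inactive have numbers as strong as hits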
# Target sequence (P35561 whole entry, looked up): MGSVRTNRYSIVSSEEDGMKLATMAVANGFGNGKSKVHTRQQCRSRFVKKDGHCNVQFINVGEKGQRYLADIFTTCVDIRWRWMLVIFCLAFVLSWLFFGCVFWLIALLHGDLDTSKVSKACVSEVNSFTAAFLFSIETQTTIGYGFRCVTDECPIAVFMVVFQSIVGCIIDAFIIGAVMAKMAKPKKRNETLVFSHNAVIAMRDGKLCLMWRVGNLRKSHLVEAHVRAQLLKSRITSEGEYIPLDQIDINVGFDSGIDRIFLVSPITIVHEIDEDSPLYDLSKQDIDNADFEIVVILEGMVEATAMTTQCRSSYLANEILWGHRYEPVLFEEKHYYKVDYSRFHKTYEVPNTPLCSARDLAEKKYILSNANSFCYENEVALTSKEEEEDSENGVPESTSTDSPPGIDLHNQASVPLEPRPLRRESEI
# Numbers without * were called inactive; i = inactive; . = not tested or not shown.
SMILES,CHT inh,Kir21 inh
CC(C)C(=O)Nc1cccc(NC(=S)NC(=O)c2ccc([N+](=O)[O-])cc2)c1,i,-0.02
CC(Sc1ccccc1)C(=O)N/N=C/c1cccnc1 (stereo unspecified),i,1
Cc1ccc(N2C(=O)C3CCC(C)(C2=O)C3(C)C)cc1 (stereo unspecified),i,-1.07
O=C(O)CCN1C(=O)/C(=C2\C(=O)N(Cc3ccccc3Cl)c3ccccc32)SC1=S,i,-0.01
Cc1ccc(C(=O)n2c(-c3ccccc3)cnc2SCC(=O)Nc2ccc(C)cc2C)cc1,i,0.7
Cc1ccnc(SCc2ccc(C(=O)O)cc2)n1,i,0.75
Cc1noc(C)c1CCC(=O)NC1CCCN(Cc2ccc(CC(C)C)cc2)C1 (stereo unspecified),i,-1.24
Cc1ccc(C)c(/C=C(\C(=O)O)c2ccc(S(=O)(=O)N3CCCCC3)s2)c1,i,0.02
CC(=O)Nc1cccc(-c2csc(Nc3ccccn3)n2)c1,i,-0.95
Cc1nn(C)cc1C(C(=O)NC1CCCCC1)N(Cc1ccccc1Cl)C(=O)c1cnccn1 (stereo unspecified),i,-0.05
O=C(c1cc(COc2ccc(F)cc2Cl)on1)N1CCN(C2CCCCC2)C(=O)C1,i,-1.04
CCNC(=O)/C(C#N)=C/c1c(N2CCN(c3ccccc3)CC2)nc2c(C)cccn2c1=O,i,-1.68
COC(=O)C1CCN(C(=O)C2CCC(=O)N(CCCc3ccccc3)C2)CC1 (stereo unspecified),i,-1.68
Cc1cc(C)n2ncc(C(=O)NCc3ccccc3)c2n1,i,-0.14
Cc1ncoc1C(=O)Nc1cccc(Cl)c1C,i,-1.19
CCOC(=O)N=Nc1c(O)n(C)c2ccccc12,i,-0.35
CCN(CC)S(=O)(=O)N1CCC(C(=O)NCCN2CCOCC2)CC1,i,0.07
Cc1nc(C(F)(F)F)c(C(=O)O)cc1-c1nc(-c2ccccc2)cs1,i,0.22
CCN(C(=O)c1c(-c2ccccc2)noc1C)c1ccccc1,i,0.2
CC(C)C[C@H]1C(=O)N2CCC[C@H]2[C@]2(O)O[C@](NC(=O)[C@@H]3C=C4c5cccc6[nH]c(Br)c(c56)CC4N(C)C3)(C(C)C)C(=O)N12 (stereo partly specified),i,1.65
O=C(N/N=C(\Cc1ncc[nH]1)c1ccccc1)c1cccnc1,i,0
c1cc(-c2nnc3sc(C4CCCCC4)nn23)ccn1,i,1.49
Nc1cc(C(=O)OCC(=O)N2CCOCC2)ccc1Cl,i,-0.41
CS(=O)(=O)N(CC(=O)Nc1ccccc1Cl)c1ccc(Cl)cc1,i,-2.72
COC(=O)c1ccsc1NC(=O)c1ccc(Cl)s1,i,0.63
# Next compounds follow.
SMILES,CHT inh,Kir21 inh
Cc1ccc(NC(NC(=O)c2cccs2)C(Cl)(Cl)Cl)cc1C (stereo unspecified),i,0.73
COC(=O)c1c(NC(=O)CN2C(=O)NC(CCc3ccccc3)C2=O)sc2c1CCCCC2 (stereo unspecified),i,0.88
CC12CCC(C/C1=N/O)C2(C)C (stereo unspecified),i,0.16
CCCn1c(=O)c(C(=O)NCc2ccc(OC)c(OC)c2)c(O)c2ccccc21,i,-0.25
CCOC(=O)C1=C(COc2ccccc2)NC(=O)NC1c1ccc(Br)cc1 (stereo unspecified),i,0.66
O=C(NCc1ccco1)c1cnn2c1NC(c1ccccc1)CC2C(F)(F)F (stereo unspecified),i,2.57
C=CCn1c(O)c(N=NC(=O)C(O)c2ccccc2)c2ccccc21 (stereo unspecified),i,0.03
Cc1nnnn1/C(=C\c1ccccc1)C(=O)OCC(=O)N(C)C1CCS(=O)(=O)C1 (stereo unspecified),i,0.11
O=C(NC1CCCCC1)C(c1ccco1)N(Cc1cccnc1)C(=O)C1COc2ccccc2O1 (stereo unspecified),i,-1.59
Cc1cc(C)n2nc(C(=O)OCC(=O)N(CCC#N)c3ccc(F)cc3)nc2n1,i,-1.11
CC(C)(C)C(=O)[C@@H]1[C@@H]2C(=O)N(c3ccc4c(c3)OCCO4)C(=O)[C@@H]2C2c3ccccc3C=CN21 (stereo partly specified),i,-0.75
CC(C)[C@H](NC(=O)OCc1ccccc1)C(=O)OCc1ccccc1,i,-1.19
CCCCSC(=O)Nc1ccccc1,i,1.43
CN1C(=O)CC2(CC(=O)N(Cc3ccccc3)C2)C1=O (stereo unspecified),i,1.08
Cc1c(NC(=O)C2(c3ccccc3)CCOCC2)c(=O)n(-c2ccccc2)n1C,i,1.24
O=C(N=C1SCC(=O)N1c1ccccc1Cl)c1ccccc1,.,-0.39
CC(=O)N(Cc1cccnc1)c1cccc(-c2nc3ccccc3s2)c1,i,-0.72
CC(C)(C)C1=Nn2c(nnc2-c2ccco2)SC1,i,0.09
N#CC1=C(O)CCCn2c1nc1ccccc1c2=O,i,0
CCOC(=O)c1sc2cc([N+](=O)[O-])cc(SCC(C)C)c2c1N,i,-0.01
CCOC(=O)c1c(NC(=O)c2cccs2)sc(CC)c1-c1cccs1,i,0.31
CCC(C)(C)NC(=O)C(OC(=O)c1cc2sccc2n1C)c1ccc(OC)cc1 (stereo unspecified),i,0.03
Cc1nn(Cc2ccccc2)c(N)c1C#N,i,-0.93
O=C(NN=C1CCCCCC1)c1c[nH]c2ccccc12,i,1.29
O=C(NCCO)C(=O)NCC1CCCN1S(=O)(=O)c1cccs1 (stereo unspecified),i,-0.59

# 3 entries already listed, ordered by the value under Kir21 inh, falling:
SMILES,CHT inh,Kir21 inh
CN1C(=O)CC2(CC(=O)N(Cc3ccccc3)C2)C1=O (stereo unspecified),i,1.08
N#CC1=C(O)CCCn2c1nc1ccccc1c2=O,i,0
CCNC(=O)/C(C#N)=C/c1c(N2CCN(c3ccccc3)CC2)nc2c(C)cccn2c1=O,i,-1.68

# Returning to the listing with the 5 entries that preceded the break.
SMILES,CHT inh,Kir21 inh
CCOC(=O)c1c(NC(=O)c2cccs2)sc(CC)c1-c1cccs1,i,0.31
CCC(C)(C)NC(=O)C(OC(=O)c1cc2sccc2n1C)c1ccc(OC)cc1 (stereo unspecified),i,0.03
Cc1nn(Cc2ccccc2)c(N)c1C#N,i,-0.93
O=C(NN=C1CCCCCC1)c1c[nH]c2ccccc12,i,1.29
O=C(NCCO)C(=O)NCC1CCCN1S(=O)(=O)c1cccs1 (stereo unspecified),i,-0.59
O=c1c2ccccc2n2nnnc2n1-c1ccccc1,i,0.13
COc1ccc(Cl)cc1S(=O)(=O)N(C)CC(=O)N1CCOCC1,i,0.83
O=C(O)CNC(=S)N(Cc1ccccc1)Cc1cccs1,i,-0.5
COc1cc(C(=O)N(Cc2cc3cc(C)ccc3[nH]c2=O)CC2CCCO2)cc(OC)c1OC (stereo unspecified),i,-0.35
COC(=O)Cc1c(C)c2ccc(OCC(=O)NC3CCS(=O)(=O)C3)cc2oc1=O (stereo unspecified),i,-0.21
CC(CCc1ccccc1)NC(=O)CNC(=O)COc1ccccc1 (stereo unspecified),i,0.74
CNC(=S)NNC(=O)c1cccs1,i,0.01
CC(=O)Nc1ccc(S(=O)(=O)NNC(=O)COc2ccc(C(C)(C)C)cc2)cc1,i,1.22
COc1cc(/C=N/Nc2nc(=O)[nH]nc2C)cc([N+](=O)[O-])c1O,i,-0.44
COc1ccc(C(=O)NCC(=O)N/N=C/c2ccc([N+](=O)[O-])s2)cc1OC,i,0.74
CCc1nc2ccc(C(=O)Nc3nnc(C)s3)cc2nc1CC,i,-0.82
CC(C)C[C@H]1CN=C(Nc2ccccc2)N1CC1CCC(C(C)(C)C)CC1 (stereo partly specified),i,.
COCCn1nnnc1C(c1cccs1)N1CCN2CCCC2C1 (stereo unspecified),i,1.42
Cc1ccc(-c2cc(Cc3cccs3)c(=O)[nH]n2)cc1,i,0.67
C=CCN(CC=C)C(=O)Nc1cc(Cl)ccc1OC,i,-1.15
CCCC(C(=O)NC1CCCCC1)N(Cc1ccco1)C(=O)CNS(=O)(=O)c1ccccc1 (stereo unspecified),i,-0.5
Cc1ccc(-c2nnn(CC(=O)N(Cc3cccs3)C(C(=O)NCC3CCCO3)c3ccco3)n2)o1 (stereo unspecified),i,0.72
CCn1c(SCC(=O)c2ccccc2)nnc1-c1cccs1,-6.65*,-1.99
N#Cc1nc(COc2cccc(Cl)c2)oc1NCc1ccco1,i,0.66
COc1cc(C(=O)c2ccccc2Cl)c([N+](=O)[O-])cc1OC,i,0.52
Cc1ccccc1OCC(O)Cn1c2ccccc2c2ccccc21 (stereo unspecified),i,-1.23
O=C(N/C=N/OCc1cccc(C(F)(F)F)c1)N1OC[C@@H]2COc3ccc4ccccc4c3[C@@H]21,i,0.02
Cc1oc(-c2ccc(F)cc2)nc1CN1CCCC(C(=O)N2CCOCC2)C1 (stereo unspecified),.,-1.27
N#Cc1cccc(C#N)c1NCC1CCCO1 (stereo unspecified),i,0.43
Cc1cc(C)nc(N/N=C/c2ccccc2)n1,i,-1.65
# More entries follow.
SMILES,CHT inh,Kir21 inh
CC(NC(=O)CCCn1cc([N+](=O)[O-])cn1)c1ccccc1 (stereo unspecified),i,1.44
Oc1ccccc1-c1cc(-c2ccco2)[nH]n1,i,-1.43
OCCC1CN(Cc2nc3c(s2)CCCC3)CCN1Cc1ccccc1 (stereo unspecified),i,-0.44
COc1ccccc1OCC(=O)Nc1ccc(S(=O)(=O)Nc2cc(C)on2)cc1,i,0.14
O=C(Nc1cccc(F)c1)Nc1ccnn1C1CCN(C(=O)c2ccccn2)CC1,i,0.87
Oc1ccc(CNc2ccccc2)c2cccnc12,i,-0.01
c1ccc(CN2CCN(CCCNc3ccc4nnc(-c5ccccc5)n4n3)CC2)cc1,i,0.76
COC(=O)CN1C(=O)[C@H]2[C@@H](c3ccc(C)o3)N3C(=O)CN(Cc4ccccn4)C(=O)[C@@]3(Cc3ccccc3)[C@H]2C1=O,i,-0.04
O=C(N/N=C/c1ccc2c(c1)OCO2)c1ccc2ccccc2n1,i,-0.86
CCOC(=O)c1nnn(CC(=O)Nc2ccccc2)c1C(=O)OCC,i,1.35
Cc1oc(-c2ccccc2Cl)nc1CS(=O)(=O)CC(=O)NC(C)c1ccccc1 (stereo unspecified),i,-2.4
CCOc1ccc(S(=O)(=O)N2CCC(C(=O)N3CCN(Cc4ccccc4)CC3)CC2)cc1,i,0.94
CCCCC(=O)N(c1ccc(C)c(C)c1)C1C=CS(=O)(=O)C1 (stereo unspecified),i,-1.07
CCn1cc(CN2CCC(C(=O)Nc3ccc(Oc4cccnc4)cc3)CC2)c(C)n1,i,-1.19
COc1ccc(C)cc1NC(=O)C(=O)NNC(=O)COc1ccc(Cl)cc1,i,0.12
COc1ccc(/C=N/NC(=S)Nc2ccccc2[N+](=O)[O-])cc1O,i,-0.01
Nc1ccc(C(=O)C(=O)c2ccccc2)cc1,i,-1.14
CC(C)N(C(=O)N1CCC(c2nc(-c3ccncc3)no2)CC1)C(C)C,i,0.05
CCOC(=O)COc1ccc(/C=C2/C(=O)NN(c3ccc(F)cc3)C2=O)cc1OC,i,-0.83
CC[C@@H](C)[C@H](NC(=O)Cc1c(C)c2c(cc(C)c3c(C)c(C)oc32)oc1=O)C(=O)O,i,-0.12
Cc1ccc(N2C(=O)CC(Sc3ncccc3C(=O)O)C2=O)cc1 (stereo unspecified),i,-0.03
CCOCCCn1c(=N)c(C(=O)NCCN2CCOCC2)cc2c(=O)n3cccc(C)c3nc21,i,.
COC1(OC)N=C(N)C2(C#N)C(c3ccc4c(c3)OCO4)C12C#N (stereo unspecified),i,0
O=C(NCCN1CCN(Cc2ccc([N+](=O)[O-])cc2)CC1)C(=O)Nc1ccccc1,i,0.57
Cc1ccc(S(=O)(=O)N(CCCO)Cc2cc3c(C)ccc(C)c3[nH]c2=O)cc1,i,-1.82
# The list goes on:
SMILES,CHT inh,Kir21 inh
O=C(CCn1nnc2ccccc2c1=O)NCC1CCC(C(=O)O)CC1 (stereo unspecified),i,-0.66
Cc1ccc2nc3c(cc(C(=O)NC4CCCCC4)c(=N)n3C3CCCCC3)c(=O)n2c1,i,1.6
Cc1ccc2c(c1)N(C(=O)CCC(=O)NC1CCCCCC1)CCO2,i,0.03
COc1cccc(-n2c(C)c3c(OC)cccc(=O)c3c2C)c1,i,-1.45
Cc1ccc(-n2nnnc2SCC(=O)c2cc(C)n(-c3cc(C)on3)c2C)c(C)c1,i,0.58
COc1ccc(CCNC(=O)c2cc3ccccc3oc2=O)cc1,i,0.86
CCOc1c(Br)cc(CNc2ccc(N3CCOCC3)cc2)cc1OC,i,0.21
CCN(CC)c1ccc(NS(=O)(=O)c2ccc(-c3ccc(=O)[nH]n3)o2)c(C)c1,i,-0.61
O=C1c2ccccc2C(O)N1c1ccc(Cl)cc1 (stereo unspecified),i,-0.89
CCCCC(=O)/C=C/n1c(=S)oc2ccccc21,i,-0.63
O=C(OCC(=O)N1CCN(C(=O)c2ccco2)CC1)c1sc2cc(F)ccc2c1Cl,i,0.43
CC(=O)Oc1c(C(=O)c2nnc(C)o2)c(=O)n(C)c2ccccc12,i,-1.56
CCOC(=O)c1ccccc1NC(=O)c1ccc2nc[nH]c2c1,i,-0.05
O=C(Nc1nccs1)C1CCN(S(=O)(=O)c2cccnc2)CC1,i,-0.07
CS(=O)(=O)N1CCN(c2ccccc2NC(=S)NC(=O)c2ccco2)CC1,i,0.78
COc1ccc(NC(=O)CCCCCN2C(=O)CCC2=O)cc1Cl,i,1.17
Cc1cc(C)nc(-n2ncc3c2CC(c2cccc(Cl)c2)CC3=O)n1 (stereo unspecified),i,-2.28

# Reformatted with the structure last: entries from further up
CHT inh	Kir21 inh	smiles
i	-0.63	CCCCC(=O)/C=C/n1c(=S)oc2ccccc21
i	-1.45	COc1cccc(-n2c(C)c3c(OC)cccc(=O)c3c2C)c1
